From PubChem BioAssay
TrxR1 substrate: qHTS Assay for Substrates of Mammalian Selenoprotein Thioredoxin Reductase 1 (TrxR1): qHTS; purified TrxR1 substrate turnover, NADPH consumption readout; Thioredoxin reductase 1, cytoplasmic (Rattus norvegicus), O89049; hit rate 0.01% among 390,000; Potency, µM (doses to about 114 µM), for the others: at the highest dose activity change, negative = substrate turnover; further: potency means the concentration at half of the fitted maximal effect; on the % scale 0 is the no-effect control and ±100 the full control effect; nearly all actives have a fitted effect of over 50% in size
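Rat TrxR1, dispensed at 90 nM, was prereduced with 400 uM NADPH (final) for 5 min at ~22 deg C, then incubated with compound 15 min before 400 uM selenite. A first-read NADPH fluorescence drop versus no-compound background flagged substrates.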
Pin1 inhibitor: qHTS Assay to Find Inhibitors of Pin1 | Peptidyl-prolyl cis-trans isomerase NIMA-interacting 1 (Homo sapiens), Q13526 | Pin1 FP peptide displacement, HiFluor488, 10 min | Potency, µM (top dose mostly 115 µM), inactives show top-dose activity, negative = inhibition, most hits filed as inhibitors | hit rate 0.009% among 390,000; active means well fitted inhibition curve with a large enough effect in the polarisation, with a control signal flat, not every such curve was filed as active; inconclusive means small, poorly fitted or top-dose-only effect, or effect the other way, or a change in a side signal; inactive means no such curve, though single readings can be large or run the other way; the % refers to the polarisation; further: potency means the concentration at half of the fitted maximal effect; on the % scale 0 is the no-effect control and ±100 the full control effect
Target sequence (Q13526 whole entry, looked up): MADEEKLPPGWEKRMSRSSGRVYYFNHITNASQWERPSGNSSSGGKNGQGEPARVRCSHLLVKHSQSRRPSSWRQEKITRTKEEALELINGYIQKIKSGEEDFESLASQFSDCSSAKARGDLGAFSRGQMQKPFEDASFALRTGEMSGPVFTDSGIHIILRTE
TRHR PAM: qHTS for Small Molecule Agonists and Allosteric Enhancers of Human TRH Receptor: Primary Screen for Enhancers; Thyrotropin-releasing hormone receptor (Homo sapiens), P34981; TRHR cells, fluo-8 calcium fluorescence, EC20 TRH enhancement; enhancement, % at 2 µM; hit rate 0.66% among 360,000; in the data active means enhancement above about 30%; further: 0% is about no effect
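Enhancer read-out: after compound pinning and an initial kinetic agonist-mode read, an EC20 of TRH (10 nM final) was injected and fluo-8 calcium signal (Ex 480/Em 530) followed at 1 s/cycle for 100 cycles in TRHR-expressing cells.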
rTrxR1 inhibitor: qHTS Assay for Inhibitors of Mammalian Selenoprotein Thioredoxin Reductase 1 (TrxR1): qHTS; Thioredoxin reductase 1, cytoplasmic (Rattus norvegicus), O89049; Potency, µM (series often up to 114 µM), without a hit: top-dose activity change, negative = inhibition, most hits filed as inhibitors; hit rate 1% among 390,000; recombinant rTrxR1, NADPH fluorescence consumption, selenite substrate; further: potency means the concentration at half of the fitted maximal effect; on the % scale 0 is the no-effect control and ±100 the full control effect; nearly all actives have a fitted effect of over 65% in size
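Rat TrxR1 (90 nM in the dispensed reagent) was pre-reduced with 400 uM NADPH for 5 min at room temperature, then incubated with compound for 15 min. After 400 uM selenite was added, NADPH fluorescence (Ex 340/Em 450 nm) was followed for 8 min.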
TRHR agonist: qHTS for Small Molecule Agonists and Allosteric Enhancers of Human TRH Receptor: Primary Screen for Agonists; TRHR cells, calcium flux fluo-8, FDSS agonist mode; hit rate 0.18% among 360,000; Thyrotropin-releasing hormone receptor (Homo sapiens), P34981; activation, % at 2 µM; AID 493084, 2011; in the data active means activation above about 30%; further: 0% is about no effect
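Steps: seed TRHR cells overnight; add fluo-8 no-wash Ca dye, RT 30 min–1.5 h; record 10 s baseline; pin-transfer compounds; monitor fluorescence 1 cycle/s for the agonist window. Calcium increases flag candidate agonists.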
D2 agonist: HTS Assay for Allosteric Agonists of the Human D2 Dopamine Receptor: Primary Screen for Agonists. D(2) dopamine receptor (Homo sapiens), P14416. HEK293 T-REx D2 cells, calcium flux agonist mode. activation, % at 2 µM. hit rate 0.53% among 340,000;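 active means activation over 3 SD above normal in the single-dose calcium agonist read, cut at about 30% in these data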; further: 0% is about no effect
Target sequence (P14416 whole entry, looked up): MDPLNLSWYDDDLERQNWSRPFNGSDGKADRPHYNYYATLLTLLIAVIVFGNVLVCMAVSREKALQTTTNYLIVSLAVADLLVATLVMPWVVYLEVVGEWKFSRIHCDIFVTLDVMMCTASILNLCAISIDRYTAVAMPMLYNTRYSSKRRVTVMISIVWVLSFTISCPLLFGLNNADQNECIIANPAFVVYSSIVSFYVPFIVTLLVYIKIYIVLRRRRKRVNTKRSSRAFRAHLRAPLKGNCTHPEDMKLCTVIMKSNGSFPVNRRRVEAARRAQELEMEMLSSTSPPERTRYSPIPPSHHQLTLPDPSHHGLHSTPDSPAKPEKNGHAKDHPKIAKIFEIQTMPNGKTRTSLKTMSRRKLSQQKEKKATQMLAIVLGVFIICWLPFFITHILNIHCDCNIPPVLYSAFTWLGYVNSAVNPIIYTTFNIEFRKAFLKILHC
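Tetracycline-induced HEK293 Trex cells with D2 receptor force-coupled to calcium signaling, plated overnight at 30 C and loaded with no-wash calcium dye. Calcium flux read kinetically for 180 s after compound addition; responses flag agonists.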
USP1-UAF1 inh: Inhibitors of USP1/UAF1: Primary Screen; Ubiquitin carboxyl-terminal hydrolase 1 (Homo sapiens), O94782; hit rate 0.23% among 390,000; recombinant USP1/UAF1, Ub-Rhodamine cleavage fluorescence; Potency, µM (titrated, usually from 57.1 µM), for inactives: top-dose activity change, negative = inhibition, hits mostly inhibitors; further: potency means the concentration at half of the fitted maximal effect; on the % scale 0 is the no-effect control and ±100 the full control effect; nearly all actives have a fitted effect of over 60% in size; inactives centre near -12
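USP1/UAF1 complex (1 nM) preincubated 15 min at room temperature with compound, then Ub-Rho substrate (150 nM final) added. Kinetic fluorescence at 480/540 nm over 6 reads at 60 s intervals; 50 mM HEPES pH 7.8, 0.5 mM EDTA, 0.1 mg/ml BSA, 1 mM TCEP, 0.01% Tween-20.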
IDH1 R132H inh: qHTS for Inhibitors of mutant isocitrate dehydrogenase 1 (IDH1): qHTS | hit rate 0.093% among 390,000 | Isocitrate dehydrogenase [NADP] cytoplasmic (Homo sapiens), O75874 | AID 602179, 2012 | Potency, µM (titrated, usually from 76.6 µM), for the others: at the top dose activity change, negative = inhibition, most hits filed as inhibitors | IDH1-R132H enzyme, NADPH consumption, diaphorase/resazurin fluorescence; further: potency means the concentration at half of the fitted maximal effect; on the % scale 0 is the no-effect control and ±100 the full control effect; nearly all actives have a fitted effect of over 65% in size
Target sequence (O75874 whole entry R132H, stated change not applied): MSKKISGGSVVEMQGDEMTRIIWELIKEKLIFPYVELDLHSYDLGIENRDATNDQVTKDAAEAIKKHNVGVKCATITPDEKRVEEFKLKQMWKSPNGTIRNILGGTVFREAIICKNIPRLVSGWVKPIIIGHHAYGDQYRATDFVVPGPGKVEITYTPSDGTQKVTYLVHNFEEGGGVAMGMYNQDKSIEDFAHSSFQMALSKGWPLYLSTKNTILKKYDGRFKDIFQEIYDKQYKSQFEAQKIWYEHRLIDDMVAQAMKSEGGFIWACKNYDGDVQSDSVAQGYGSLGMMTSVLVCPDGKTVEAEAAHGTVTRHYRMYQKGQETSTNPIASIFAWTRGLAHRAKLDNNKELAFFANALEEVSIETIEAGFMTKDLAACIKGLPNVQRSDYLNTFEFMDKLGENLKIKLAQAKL
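IDH1-R132H (0.5 ug/mL) preincubated 30 min with compound, then NADPH (0.016 mM) and alpha-KG (2 mM) added; 80 min at RT, pH 7.5. Remaining NADPH coupled via diaphorase/resazurin to fluorescence (540/590 nm); concentration-response curves normalized to no-enzyme control.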
D2 antag: HTS Assay for Allosteric Antagonists of the Human D2 Dopamine Receptor: Primary Screen for Antagonists; AID 485344, 2010; hit rate 2% among 340,000; inhibition, % at 10 µM; HEK293 TREx D2 cells, calcium flux, dopamine EC80; D(2) dopamine receptor (Homo sapiens), P14416; in the data active means inhibition above about 30%; further: 0% is about no effect
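Read-out: kinetic calcium fluorescence (1 cycle/s) in inducible HEK293 T-REx D2 cells after an EC80 dopamine addition that followed 180 s compound preincubation. Loss of the dopamine response indicates antagonism.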
Starred values were filed as active, the others as inactive; [ ] = dose if it differs, or a comment. Unless noted, the call rests on the fitted dose curve; in most records, active means well fitted inhibition curve with a large enough effect; inconclusive means small, poorly fitted or top-dose-only effect; inactive means no such curve, though single readings can be large or run the other way. Only part of the results is shown; rates above refer to the full screens.

How did O=C(Nc1cccc(C(F)(F)F)c1)c1cccnn1 do in these assays?
TrxR1 substrate: 2%; Pin1 inhibitor: 2%; TRHR PAM: 3; rTrxR1 inhibitor: 4%; TRHR agonist: 0.2; D2 agonist: 0.9; USP1-UAF1 inh: -10%; IDH1 R132H inh: 5%; D2 antag: -4

What do the screens show for `CCCCn1c(N)c(N(CC(C)C)C(=O)C2CC(=O)N(Cc3ccccc3)C2)c(=O)[nH]c1=O` (centres undefined)?
TrxR1 substrate: 3%; Pin1 inhibitor: 3%; TRHR PAM: 5; rTrxR1 inhibitor: 14%; TRHR agonist: 0.5; D2 agonist: -0.6; USP1-UAF1 inh: -14%; IDH1 R132H inh: 2%; D2 antag: 16

Results for CCC(=O)N1C(C(=O)NCc2ccc(OC)cc2)CSC1c1ccc(OC)cc1 (centres undefined) ?
TrxR1 substrate: -2%; Pin1 inhibitor: 5%; TRHR PAM: -8; rTrxR1 inhibitor: 4%; TRHR agonist: 0.4; D2 agonist: 0.0; USP1-UAF1 inh: -6%; IDH1 R132H inh: -4%; D2 antag: 1

What do the screens show for `CCN1CCN(c2nc(NCCO)c3ccccc3n2)CC1`?
TrxR1 substrate: 51%[activator]; Pin1 inhibitor: -8%; TRHR PAM: 0; rTrxR1 inhibitor: 24%; TRHR agonist: 0.6; D2 agonist: 0.1; USP1-UAF1 inh: -2%; IDH1 R132H inh: -1%; D2 antag: 4

Results for c1ccc(-c2nnc3sc(CN4CCc5ccccc54)cn23)cc1 ?
TrxR1 substrate: -4%; Pin1 inhibitor: inconclusive; TRHR PAM: -4; rTrxR1 inhibitor: 4%; TRHR agonist: 0.9; D2 agonist: 0.8; USP1-UAF1 inh: -9%; IDH1 R132H inh: 1%; D2 antag: -25

Results for Cc1noc(/C=C/c2ccco2)c1S(=O)(=O)N1CCC(C(=O)NCc2ccco2)CC1 ?
TrxR1 substrate: -6%; Pin1 inhibitor: 29%; TRHR PAM: -3; rTrxR1 inhibitor: inconclusive; TRHR agonist: -0.8; D2 agonist: 0.1; USP1-UAF1 inh: -2%; IDH1 R132H inh: 6%; D2 antag: -3

How did CCC1C(=NO)C(CC)C(c2ccccc2)NC1c1ccccc1 (centres undefined) do in these assays?
TrxR1 substrate: -8%; Pin1 inhibitor: -2%; TRHR PAM: -6; rTrxR1 inhibitor: 18%[57.1 µM]; TRHR agonist: 0.2; D2 agonist: -1.1; USP1-UAF1 inh: -10%; IDH1 R132H inh: 4%; D2 antag: 1

What do the screens show for `CNc1nc2c(c(=O)[nH]c(=O)n2C)n1CCCc1ccccc1`?
TrxR1 substrate: 0%; Pin1 inhibitor: -3%; TRHR PAM: -6; rTrxR1 inhibitor: 24%; TRHR agonist: -0.6; D2 agonist: 0.1; USP1-UAF1 inh: -14%; IDH1 R132H inh: -4%; D2 antag: 28

What do the screens show for `CCn1c(C(C#N)/C(=N\S(=O)(=O)c2cccs2)c2ccccc2)nc2ccccc21` (centres undefined)?
TrxR1 substrate: 0%; Pin1 inhibitor: -8%; TRHR PAM: -2; rTrxR1 inhibitor: 8%; TRHR agonist: -0.4; USP1-UAF1 inh: inconclusive; IDH1 R132H inh: 3%

How did O=C(NCCC1=CCCCC1)C1CC(=O)N(Cc2ccccc2)C1 (centres undefined) do in these assays?
TrxR1 substrate: -8%; Pin1 inhibitor: -8%; TRHR PAM: 6; rTrxR1 inhibitor: -12%; TRHR agonist: 0.4; D2 agonist: 0.0; USP1-UAF1 inh: -9%; IDH1 R132H inh: 8%; D2 antag: -7

What do the screens show for `COc1ccc(NC(=S)NNc2ccc([N+](=O)[O-])cc2S(=O)(=O)Nc2ccc(C)cc2C)cc1`?
TrxR1 substrate: -18%[57.1 µM]; Pin1 inhibitor: 17%; TRHR PAM: 1; rTrxR1 inhibitor: 5%[57.1 µM]; TRHR agonist: 0.8; USP1-UAF1 inh: -23%; IDH1 R132H inh: -7%

What do the screens show for `O=C1CSC(c2cn(-c3ccccc3)nc2-c2ccc3c(c2)OCCO3)N1CCN1CCOCC1` (centres undefined)?
TrxR1 substrate: -5%; Pin1 inhibitor: -2%; TRHR PAM: -5; rTrxR1 inhibitor: -15%; TRHR agonist: 0.0; D2 agonist: 0.3; USP1-UAF1 inh: -15%; IDH1 R132H inh: 0%; D2 antag: 8

How did Cn1c(=O)c2c(ncn2CC(=O)Nc2cccc(C(F)(F)F)c2)n(C)c1=O do in these assays?
TrxR1 substrate: -2%; Pin1 inhibitor: -2%; TRHR PAM: -2; rTrxR1 inhibitor: 1%; TRHR agonist: 0.5; USP1-UAF1 inh: inconclusive; IDH1 R132H inh: 20%

What do the screens show for `O=C(Nc1nc(-c2cc(F)ccc2F)cs1)C1=NN(c2ccccc2)C(=O)CC1`?
TrxR1 substrate: -4%; Pin1 inhibitor: 13%; TRHR PAM: -1; rTrxR1 inhibitor: 7%; TRHR agonist: -0.3; D2 agonist: 0.9; USP1-UAF1 inh: -5%; IDH1 R132H inh: -8%; D2 antag: 4

What do the screens show for `CN1CCc2c(sc3c2c(=O)n(-c2ccccc2)c2nnc(SCc4ccc(Cl)cc4)n32)C1`?
TrxR1 substrate: -5%; Pin1 inhibitor: 19%; TRHR PAM: -1; rTrxR1 inhibitor: -12%; TRHR agonist: -0.2; D2 agonist: 0.2; USP1-UAF1 inh: -24%; IDH1 R132H inh: 0%; D2 antag: 3

What do the screens show for `CCn1c(COc2ccc(Cl)cc2)nnc1SCC(=O)Nc1ccc2c(c1)OCO2`?
TrxR1 substrate: -13%; Pin1 inhibitor: -9%; TRHR PAM: -3; rTrxR1 inhibitor: 9%[57.1 µM]; TRHR agonist: -0.3; USP1-UAF1 inh: -6%; IDH1 R132H inh: 4%

What do the screens show for `COc1ccc(S(=O)(=O)Nc2ccccc2C(=O)N2CCOCC2)cc1Br`?
TrxR1 substrate: 3%; Pin1 inhibitor: -3%; TRHR PAM: 18; rTrxR1 inhibitor: 8%; TRHR agonist: 0.1; D2 agonist: 0.2; USP1-UAF1 inh: 2%; IDH1 R132H inh: 0%; D2 antag: -1

Results for O=C(c1cnc(N2CCOCC2)c2ccccc12)N1CCN(c2ccc(F)cc2)CC1 ?
TrxR1 substrate: 4%[57.1 µM]; Pin1 inhibitor: -1%; TRHR PAM: -4; rTrxR1 inhibitor: 13%[57.1 µM]; TRHR agonist: -0.2; D2 agonist: 1.0; USP1-UAF1 inh: -2%; IDH1 R132H inh: 9%

How did Nc1ccc(C#Cc2ccc3c(=O)c4ccccc4oc3c2)cc1 do in these assays?
TrxR1 substrate: -5%; Pin1 inhibitor: 20%; TRHR PAM: 0; rTrxR1 inhibitor: -13%; TRHR agonist: 4.0; D2 agonist: 2.5; USP1-UAF1 inh: 5%; IDH1 R132H inh: 13%; D2 antag: 41*

Results for CN(CC(=O)Nc1cccc(F)c1)CC(=O)Nc1ccccc1[N+](=O)[O-] ?
TrxR1 substrate: -3%[57.1 µM]; Pin1 inhibitor: -1%; TRHR PAM: 11; rTrxR1 inhibitor: 17%[57.1 µM]; TRHR agonist: 0.4; D2 agonist: 0.0; USP1-UAF1 inh: -15%; IDH1 R132H inh: 5%; D2 antag: -5

What do the screens show for `O=C(CCN1C(=O)[C@@H]2Cc3ccccc3CN2C1=O)NCc1ccccc1Cl`?
TrxR1 substrate: 7%; Pin1 inhibitor: -2%; TRHR PAM: -3; rTrxR1 inhibitor: 13%; TRHR agonist: 0.2; D2 agonist: 0.2; USP1-UAF1 inh: -10%; IDH1 R132H inh: 2%; D2 antag: 0

Results for CCN1C(=O)C(Cc2nc3ccccc3c(=O)n2-c2ccccc2)c2ccccc21 (centres undefined) ?
TrxR1 substrate: 2%[57.1 µM]; Pin1 inhibitor: -1%; TRHR PAM: 6; rTrxR1 inhibitor: 8%[57.1 µM]; TRHR agonist: -0.4; D2 agonist: -1.0; USP1-UAF1 inh: 1%; IDH1 R132H inh: 3%; D2 antag: 18

Results for COc1ccc([N+](=O)[O-])cc1NS(=O)(=O)c1cc(C(=O)O)ccc1OC ?
TrxR1 substrate: -6%; Pin1 inhibitor: -5%; TRHR PAM: 1; rTrxR1 inhibitor: -14%; TRHR agonist: 0.9; D2 agonist: 0.5; USP1-UAF1 inh: -13%; IDH1 R132H inh: 0%; D2 antag: 2

2 successive records out of the list so far, for reference:
Results for Cc1noc(/C=C/c2ccco2)c1S(=O)(=O)N1CCC(C(=O)NCc2ccco2)CC1 ?
TrxR1 substrate: -6%; Pin1 inhibitor: 29%; TRHR PAM: -3; rTrxR1 inhibitor: inconclusive; TRHR agonist: -0.8; D2 agonist: 0.1; USP1-UAF1 inh: -2%; IDH1 R132H inh: 6%; D2 antag: -3

How did CCC1C(=NO)C(CC)C(c2ccccc2)NC1c1ccccc1 (centres undefined) do in these assays?
TrxR1 substrate: -8%; Pin1 inhibitor: -2%; TRHR PAM: -6; rTrxR1 inhibitor: 18%[57.1 µM]; TRHR agonist: 0.2; D2 agonist: -1.1; USP1-UAF1 inh: -10%; IDH1 R132H inh: 4%; D2 antag: 1
